Compound activity: PubChem, Sanford-Burnham Center for Chemical Genomics
NR3A LBD binder – NR3A (human) ligand-binding domain modulation; NR3A LBD differential scanning fluorimetry, Tm shift; 0% = protein alone, 100% = glycine-bound protein; Tm shift relative to glycine control, % at 25 µM; 340,000 tested, 2.5% active;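 active means melting temperature shift of at least 10% of the positive control shift, at one fixed dose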
APJ ag – activates the human apelin receptor APJ; P35414; activation, % at 20 µM; 330,000 tested, 0.11% active; CHO-K1 APJ PathHunter beta-arrestin, luminescence; 0% DMSO wells, 100% apelin;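 active means activation more than six SD over the plate average, tested at 20 µM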;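 further: 0% = DMSO alone and 100% = apelin-13 at 10 nM; some results filed as inactive read as strong as hits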
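Material: engineered CHO-K1 APJ arrestin reporter cells; amount: 1000 CHO-K1 reporter cells seeded per well; incubation: compound stimulation 90 min at 25 °C, detection 60 min; signal: luminescent beta-gal fragment complementation, chemiluminescent substrate; read-out basis: APJ agonist activity; controls: DMSO-only wells as negative, 10 nM Apelin-13 as positive control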
TIM10 inh – TIM10 yeast growth inhibition; S. cerevisiae TIM10 strain growth, BacTiter-Glo luminescence, 24 h; inhibition, % at 10 µM; 330,000 tested, 1.4% active; AID 463195;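 active means inhibition of 40% or more at the single tested concentration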;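 further: wild-type TIM10 isogenic control strain grown at permissive 25 °C; 0% = DMSO yeast wells and 100% = minimal medium wells without yeast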
Mdm2-MdmX inh – human Mdm2/MdmX binding inhibition | O15151+Q00987 | 330,000 tested, 3% active | AID 485346 | SaOS-2 split-luciferase Mdm2/MdmX complementation, luminescence | inhibition, % at 8 µM;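 active means inhibition of at least 50% at 8 µM in the primary screen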
Target sequence (O15151 whole entry, looked up): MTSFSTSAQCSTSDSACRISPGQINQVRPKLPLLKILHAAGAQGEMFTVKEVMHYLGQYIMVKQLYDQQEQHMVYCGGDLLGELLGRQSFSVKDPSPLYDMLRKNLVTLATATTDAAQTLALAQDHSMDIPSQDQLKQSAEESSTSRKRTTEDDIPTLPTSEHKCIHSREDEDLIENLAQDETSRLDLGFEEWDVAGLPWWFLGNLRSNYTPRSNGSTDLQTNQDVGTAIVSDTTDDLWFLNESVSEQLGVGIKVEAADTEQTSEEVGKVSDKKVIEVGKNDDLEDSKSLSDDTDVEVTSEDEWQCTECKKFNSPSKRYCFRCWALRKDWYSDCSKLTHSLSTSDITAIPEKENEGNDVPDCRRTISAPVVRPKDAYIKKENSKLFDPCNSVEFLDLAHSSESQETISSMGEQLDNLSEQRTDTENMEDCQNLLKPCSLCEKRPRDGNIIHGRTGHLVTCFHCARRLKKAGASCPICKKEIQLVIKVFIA
Target sequence (Q00987 whole entry, looked up): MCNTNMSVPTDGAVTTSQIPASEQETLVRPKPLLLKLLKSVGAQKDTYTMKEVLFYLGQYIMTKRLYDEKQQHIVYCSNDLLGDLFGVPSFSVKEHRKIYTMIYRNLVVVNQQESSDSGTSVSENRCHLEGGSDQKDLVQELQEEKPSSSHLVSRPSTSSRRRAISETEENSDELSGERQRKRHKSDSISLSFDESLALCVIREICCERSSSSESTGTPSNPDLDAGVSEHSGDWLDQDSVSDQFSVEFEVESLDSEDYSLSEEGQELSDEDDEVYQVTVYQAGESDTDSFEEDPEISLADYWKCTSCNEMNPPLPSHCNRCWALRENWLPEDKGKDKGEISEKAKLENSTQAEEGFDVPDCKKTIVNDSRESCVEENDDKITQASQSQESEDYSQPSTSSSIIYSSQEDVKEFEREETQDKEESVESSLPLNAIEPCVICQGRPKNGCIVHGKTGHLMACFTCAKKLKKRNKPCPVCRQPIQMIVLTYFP
UPR CHOP act – activators of apoptotic arm of unfolded protein response (CHOP). AID 449763. activation, % at 10 µM. CHO-CHOP luciferase reporter, UPR activation, luminescence; percent of tunicamycin response over DMSO baseline. 330,000 tested, 0.34% active;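 active means at 10 µM dose, activation of 40% or more, normalized to positive control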;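 further: 100% = tunicamycin at 10 µg/mL and 0% = DMSO alone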
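Evaluation: % reporter activation, DMSO baseline versus tunicamycin full activation; System: CHO-CHOP luciferase reporter cell line; Input: 500 cells/well; Incubation: 6 h compound treatment, 37 °C; Measured by: Steady-Glo luciferase luminescence; Dosing: one dose, 10 µM in 0.5% DMSO; Buffer or medium: F12 medium, 10% FBS; Benchmarks: positive tunicamycin 10 µg/mL, negative DMSO alone.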
tim10-1 inh – tim10-1 yeast growth inhibition; S. cerevisiae tim10-1 ts strain growth, BacTiter-Glo, 24 h; inhibition, % at 20 µM; 330,000 tested, 2.2% active; AID 463190;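 active means inhibition of at least 40%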;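 further: mutant grown at 25 °C; 0% = DMSO wells with yeast and 100% = wells holding no yeast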
tim23-1 inh – growth inhibitors of tim23-1 mutant yeast | 330,000 tested, 1.3% active | inhibition, % at 20 µM | S. cerevisiae tim23-1 growth, BacTiter-Glo luminescence, 24 h;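 active means growth inhibition of the mutant yeast at or above 50%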;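 further: temperature-sensitive mutant grown at 25 °C; plate controls were DMSO-treated mutant yeast for no effect and medium wells lacking yeast for full effect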
NLRP3 yeast inh – NALP3 inhibition in yeast; Yeast reconstituted NLRP3/ASC/caspase-1, beta-gal luminescence, 24 h; AID 2825; inhibition, % at 10 µM; 330,000 tested, 0.39% active;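 active means inhibition of 50% or more; inactive means inhibition below 50%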;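 further: plate controls were induced DMSO wells for no effect and uninduced yeast grown without galactose for full effect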
UPR XBP1 act – activators of adaptive arm of unfolded protein response (XBP1) | CHO-XBP1 luciferase reporter, IRE1-XBP1 UPR activation, luminescence; percent of tunicamycin response, DMSO as zero | activation, % at 20 µM | 330,000 tested, 0.33% active | AID 463104;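 active means versus positive control, 20 µM dose yields 30% or more activation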;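 further: 100% = tunicamycin at 10 µg/mL and 0% = DMSO only wells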
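Signal: luciferase luminescence; Assay system: CHO-XBP1 luciferase reporter cells; Amount: one thousand reporter cells per well; Dosing: 20 µM single concentration, DMSO 1%; Benchmarks: high control tunicamycin 10 µg/mL final, low control DMSO vehicle only; Schedule: 6 h compound exposure at 37 °C, 5% CO2; Evaluation: percent activation relative to tunicamycin reference.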
* hit, by the source's call; x = not tested or not shown. Rows were taken by chance; about 8.2% have a hit in one of these screens.

The line under a structure holds: NR3A LBD binder	APJ ag	TIM10 inh	Mdm2-MdmX inh	UPR CHOP act	tim10-1 inh	tim23-1 inh	NLRP3 yeast inh	UPR XBP1 act
Nn1c(Cc2cccc3ccccc23)nnc1SCc1c(F)cccc1Cl
    -0.9	1.4	17.8	16.9	0.1	14.3	23.6	3.8	-3.4
CCN(CC)S(=O)(=O)c1ccc(N2CCCC2)c(NC(=O)c2ccc([N+](=O)[O-])o2)c1
    0.4	2.3	28.1	49.2	4.4	31.3	40.2	12.5	0.1
O=C(COC(=O)CCSc1ccccc1)Nc1ccccc1
    0.2	-0.1	6.3	-8.3	-0.9	5.2	26.2	12.1	-1.8
Cc1ccc(OCC(=O)N2CCCc3ccccc32)cc1
    -2.6	-4.4	4.8	-7.8	2.4	13.6	14.4	19.5	4.0
CCc1nc2ccccc2c(NC(=O)CN2CC(C)CC(C)C2)c1C (stereo unspecified)
    -0.2	-2.1	-16.0	25.1	-1.2	-0.8	-11.5	4.5	-3.2
CC1(C)Cc2c(cnn2-c2ccc(F)cc2)C(NC(=O)CCC(F)(F)F)C1 (stereo unspecified)
    0.7	-1.0	5.2	-0.6	-0.4	0.8	9.2	2.0	-3.8
CCc1ccc(NC(=O)CCS(=O)(=O)c2cccc3nsnc23)cc1
    -0.7	1.6	7.0	15.6	0.4	37.2	27.6	14.2	-1.4
CCc1cc2c(=O)c(-c3nc4ccccc4n3C)coc2c(CN2CCCCC2)c1O
    0.0	-0.7	16.4	3.5	1.8	19.7	22.8	-0.1	-4.9
COc1ccnc2c1c(=O)n(Cc1ccc(Cl)cc1Cl)c(=O)n2C
    -2.7	1.9	13.3	26.2	2.2	16.6	30.1	3.7	-3.3
CC(=O)Nc1cccc(C(=O)Nc2ccccc2C(=O)O)c1
    -2.1	-3.8	0.9	3.3	0.3	14.9	0.1	-1.1	-3.9
CC(C)c1nc2oc3c(NCc4ccccn4)ncnc3c2c2c1COC(C)(C)C2
    -1.3	-2.1	20.2	8.2	-0.3	14.7	22.8	-12.8	2.9
CN(C)C(CNC(=O)c1cccc(S(=O)(=O)N2CC3(C)CC2CC(C)(C)C3)c1)c1ccco1 (stereo unspecified)
    -1.5	-2.3	18.1	5.9	-1.9	33.8	32.0	-3.0	1.5
COc1ccc(OC)c(CCNC(=O)Cn2nc(C)c3c(C)n(-c4ccccc4)nc3c2=O)c1
    1.3	-6.9	3.0	16.6	2.8	-2.7	-3.3	0.8	-3.9
CC1=NNC(=O)C1CCC(=O)N/N=C/c1ccc(Cl)cc1 (stereo unspecified)
    -1.9	-1.8	-9.7	-0.9	2.2	11.5	9.1	-4.5	-1.7
COc1ccc(CCCC(=O)NCCc2ccccc2)c(C)c1
    0.9	-1.7	-12.2	8.3	-0.8	-1.4	6.9	34.8	10.9
CC(Oc1ccc2c(-c3ccccc3)cc(=O)oc2c1)C(=O)NCc1ccccn1 (stereo unspecified)
    -3.2	-4.3	-13.9	15.6	-1.1	-1.6	4.1	-2.1	-4.0
COc1ccc(CNC(=O)CN2C(=O)COc3ccc(S(=O)(=O)N4CCCC4)cc32)cc1
    -2.5	2.6	-10.1	-1.0	0.4	8.9	5.8	8.4	-8.6
Cc1cc2oc(=O)cc(CN(C)Cc3ccccc3)c2cc1C(C)C
    -0.2	-6.7	18.0	5.6	-1.6	5.7	19.3	16.8	-3.0
CCCOc1ccc(C2=CC(=O)C[C@H](c3ccc(OC)cc3)C2)cc1
    -0.6	-5.6	20.3	-15.1	4.4	15.0	24.7	21.5	1.0
CC(OC(=O)CN1C(=O)NC2(CCCC2)C1=O)C(=O)c1ccccc1 (stereo unspecified)
    -0.1	1.1	-1.3	9.0	-0.3	-2.3	-3.1	-3.0	3.6

More results follow.
The line under a structure holds: NR3A LBD binder	APJ ag	TIM10 inh	Mdm2-MdmX inh	UPR CHOP act	tim10-1 inh	tim23-1 inh	NLRP3 yeast inh	UPR XBP1 act
OCCNCc1cc(Br)ccc1OCc1ccc(F)cc1
    1.2	-1.5	-6.5	4.6	-2.0	-4.6	0.0	11.0	0.0
COC(=O)c1sc2nc(C)nc(SCC(=O)Nc3sccc3C(N)=O)c2c1C
    6.9	-3.2	-9.4	36.5	-0.8	1.1	-0.8	15.8	-0.8
Cc1ccc(S(=O)(=O)N(C)CC(=O)N2CCCc3ccccc32)cc1
    1.4	-5.6	32.6	-6.1	1.3	25.6	19.1	7.1	-1.4
CC1(C)Cc2nc3sc4c(=O)n(CC(N)=O)cnc4c3cc2CO1
    3.1	-2.1	3.3	0.4	1.9	15.1	-5.6	9.7	0.1
CC(=O)Nc1ccc(S(=O)(=O)N2CCC(C(=O)c3ccc(F)cc3)CC2)cc1
    -10.9	3.6	0.0	29.3	0.6	17.1	22.0	10.6	0.7
OC(c1cc(C(F)(F)F)nc2c(Cl)cc(Cl)cc12)C1CCCCN1 (stereo unspecified)
    -1.8	2.8	-4.7	68.2*	2.9	20.9	1.2	24.9	2.5
CC(OC(=O)c1nn(C)c(=O)c2ccccc12)C(=O)Nc1ccc(S(N)(=O)=O)cc1 (stereo unspecified)
    1.0	2.0	6.2	6.5	0.9	1.0	10.9	9.5	-0.4
O=C(CSc1nc2cc(Cl)ccc2s1)NCC1CCCO1 (stereo unspecified)
    -0.3	-3.9	-3.1	1.8	1.5	4.7	7.8	15.2	-2.8
Cc1ccccc1CNC(=O)c1ccccc1N
    -1.3	0.3	-4.4	-9.5	-0.4	9.2	12.7	2.2	-1.7
C=CCCCCCCCCC(=O)Nc1ncccn1
    -1.3	0.3	-21.1	-10.1	-1.6	-26.1	11.8	-4.5	0.7
COc1cc(OC)c2c(-c3cccc(-c4ccc(C(C)=O)cc4)c3)cc(=O)oc2c1
    -0.3	x	-36.2	69.2*	0.9	-2.4	30.4	x	13.4
Cc1ccccc1CS(=O)(=O)CCC(=O)NCCN1CCN(c2cccc(Cl)c2)CC1
    -3.2	-4.5	8.3	15.3	0.6	0.7	-9.5	2.0	-1.5
CCN=C1SC(C(=O)Nc2cccc(Br)c2)CC(=O)N1CC (stereo unspecified)
    8.3	2.5	1.9	12.1	0.5	24.5	15.9	5.1	0.5
CCc1ccccc1N(CC(=O)NC(C)(C)CC)C(=O)CCC(=O)Nc1nccs1
    -0.7	-4.1	3.8	14.2	-2.3	-1.1	6.6	7.9	-3.4
C=CCn1nc([N+](=O)[O-])nc1Sc1cccc2cccnc12
    -1.3	-2.6	16.0	32.9	168.0*	51.7*	41.1	-3.9	13.6
Cc1ccc(C(C)C)c(OCCCN2CC(C)OC(C)C2)c1 (stereo unspecified)
    -0.8	-4.6	-44.4	16.2	-0.8	-40.7	-1.0	8.5	-2.2
COc1ccc(S(=O)(=O)N(CC(=O)NN=C2CCN(C)CC2)c2ccc(C)cc2)cc1OC
    -1.0	1.4	1.7	18.8	1.6	-5.9	-6.5	5.7	-2.8
NC1=NC2CS(=O)(=O)CC2S1 (stereo unspecified)
    1.0	1.5	-7.1	-19.1	3.3	5.1	15.7	9.1	-0.4
CCCCN(CC)C(=O)c1cc2c(=O)n3cccc(C)c3nc2s1
    -1.2	-1.1	29.7	-2.3	1.7	23.7	32.5	-21.7	-1.0
CN(C)CCN(C(=O)c1ccc2ccccc2c1)c1nc2cc3c(cc2s1)OCCO3
    12.6*	13.7	11.8	2.6	1.7	16.0	12.7	-4.7	-2.9

In the list so far, these have a CF3 group:
The line under a structure holds: NR3A LBD binder	APJ ag	TIM10 inh	Mdm2-MdmX inh	UPR CHOP act	tim10-1 inh	tim23-1 inh	NLRP3 yeast inh	UPR XBP1 act
CC1(C)Cc2c(cnn2-c2ccc(F)cc2)C(NC(=O)CCC(F)(F)F)C1 (stereo unspecified)
    0.7	-1.0	5.2	-0.6	-0.4	0.8	9.2	2.0	-3.8
OC(c1cc(C(F)(F)F)nc2c(Cl)cc(Cl)cc12)C1CCCCN1 (stereo unspecified)
    -1.8	2.8	-4.7	68.2*	2.9	20.9	1.2	24.9	2.5

The list continues.
The line under a structure holds: NR3A LBD binder	APJ ag	TIM10 inh	Mdm2-MdmX inh	UPR CHOP act	tim10-1 inh	tim23-1 inh	NLRP3 yeast inh	UPR XBP1 act
COc1ccc(NC(=O)CN(C)S(=O)(=O)c2cccc3nsnc23)cc1
    0.2	-0.6	-16.5	9.9	-0.2	-12.3	7.4	6.8	-1.8
Cc1c(Cl)cccc1N(CC(=O)N1CCCCCC1)S(C)(=O)=O
    -0.6	-0.1	14.0	-6.6	-1.6	22.9	22.9	5.8	-0.3
COc1ccc(OC)c(C(c2nnnn2C2CCCC2)N2CCN(c3ccccc3)CC2)c1 (stereo unspecified)
    -1.4	-3.0	-2.0	-8.9	-0.1	21.4	16.8	13.5	1.4
O=CNCCCc1nc2ccccc2n1CCc1ccccc1
    -0.5	-2.1	-8.2	-17.2	0.1	6.4	9.9	4.2	2.5
O=C(O)CCc1[nH]c2ccccc2c1Sc1ccccc1
    2.7	-2.9	13.5	-3.9	3.0	0.3	9.1	-11.4	0.2
O=C(O)Cn1cnc2scc(-c3ccccc3)c2c1=O
    0.0	-3.2	-10.2	0.7	0.4	-4.4	6.7	14.6	-2.0
CCc1c(C)nc(N)nc1Cl
    -2.6	-1.9	6.9	15.2	1.9	6.9	-1.3	-2.3	0.8
C=CCN1C(=O)C(CC(=O)O)SC1=Nc1c(C)n(C)n(-c2ccccc2)c1=O (stereo unspecified)
    1.9	-3.0	-16.1	5.9	1.2	8.4	-2.0	-2.3	-0.8
O=C(COc1ccccc1/C=C1\SC(=O)NC1=O)Nc1ccccc1
    -9.4	-9.5	13.3	29.4	-1.2	18.2	25.1	18.0	1.2
CCC(Sc1nc(N)c(NC(=O)c2ccc(OC)c(OC)c2)c(=O)[nH]1)C(=O)OC (stereo unspecified)
    -2.3	-1.7	-2.9	-13.5	0.4	10.2	-11.4	14.6	-2.8
O=C(NCCCNC(=O)c1cnccn1)c1ccc(Cl)c(Cl)c1
    1.3	-0.1	-19.4	-21.8	0.0	7.5	1.1	16.5	0.3
N#Cc1ccc2c(c1)nnn2-c1ccccc1
    0.9	-0.8	-11.7	3.2	0.1	-11.7	-5.7	13.3	-0.1
S=C(NCCc1ccccn1)Nc1ccccc1
    0.9	-0.2	13.5	-20.4	3.1	-14.4	20.7	9.0	-0.3
Cc1ccc(S(=O)(=O)N2CCC(NC(=O)C3CCCCC3)CC2)cc1
    -3.0	2.0	-10.2	9.1	-1.1	12.9	0.8	22.2	0.2
Cc1ncc(CO)c2cc(-c3nnc(Nc4ccc5c(c4)OCO5)s3)c(=O)oc12
    -2.7	-7.2	-18.3	-1.1	-1.5	-10.4	-30.3	14.1	-2.5
O=[N+]([O-])c1cc(S(=O)(=O)N2CCCC2)ccc1OCCOc1ccccc1
    -6.5	-4.9	1.3	8.9	-1.9	13.4	26.8	43.6	-2.0
Cc1cccn2c(=O)c3cc(C(=O)NCc4cccnc4)c(=N)n(C(C)C)c3nc12
    -0.6	-0.4	-13.3	-3.1	-1.2	0.0	1.3	6.1	2.8
